# Assay outcomes deposited in PubChem BioAssay by National Center for Advancing Translational Sciences (NCATS).
# Tb PYK inh = blocks Trypanosoma brucei pyruvate kinase | AID 624173 | Potency, µM (top dose mostly 76.8 µM), for the others: at the highest dose activity, negative = inhibition, most hits filed as inhibitors | Q57TT1 | TbPYK enzyme, Kinase-Glo Plus ATP luminescence, 45 min | actives 0.12% (n = 410,000); note: potency is the fitted concentration of half-maximal effect; nearly all actives have a fitted effect of over 50% in size
#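 Activity of T. brucei pyruvate kinase was followed by Kinase-Glo Plus luminescence after the enzyme reacted 45 min at room temperature with 130 uM ADP (final) and substrate. Test compounds were added before ADP at multiple concentrations.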
# Sm TGR inh = blocks Schistosoma mansoni thioredoxin glutathione reductase; Q962Y6; purified TGR, DTNB reduction, TNB absorbance 405 nm; Potency, µM (doses to about 114 µM), without a hit: at the top dose activity change, negative = inhibition, hits mostly inhibitors; actives 3% (n = 360,000); AID 485364; note: potency is the fitted concentration of half-maximal effect; nearly all actives have a fitted effect of over 60% in size
#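 Kinetic colorimetric format: TGR-catalysed, NADPH-driven DTNB reduction monitored via TNB absorbance. Enzyme dispensed at 20 nM; compound exposure 15 min at room temperature before reaction start.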
# HCMV antiviral = blocks human cytomegalovirus replication. HFF cells, HCMV-luciferase reporter, 72 h; active compounds read low. activity change, negative = inhibition, % at 57.5 µM. actives 4.5% (n = 410,000); in the data active = activity change below about -60%; inconclusive = no clear call, values can overlap the other calls; inactive = above about -39%
#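 Cell-based, HFFs, 1000 cells/well, 16 h 37C; cpds in DMSO + HCMV-luc, MOI 1 PFU/cell; 72 h 37C; OneGlo luminescence after 5 min RT; norm. to buffer vs Salinomycin 10uM.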
# AmpC no deterg = inhibitors of E. coli AmpC beta-lactamase without detergent | Potency, µM (titrated, usually from 57.1 µM), for the others: at the highest dose activity change, negative = inhibition, hits mostly inhibitors | actives 0.52% (n = 330,000) | AmpC nitrocefin hydrolysis, absorbance 480 nm, 0.0001% Triton;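 note: potency is the fitted concentration of half-maximal effect; plate controls were no compound for no effect and no enzyme for full effect; nearly all actives have a fitted effect of over 20% in size; some results filed as inactive show a strong effect at the top dose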
# Target sequence (P00811 whole entry, looked up): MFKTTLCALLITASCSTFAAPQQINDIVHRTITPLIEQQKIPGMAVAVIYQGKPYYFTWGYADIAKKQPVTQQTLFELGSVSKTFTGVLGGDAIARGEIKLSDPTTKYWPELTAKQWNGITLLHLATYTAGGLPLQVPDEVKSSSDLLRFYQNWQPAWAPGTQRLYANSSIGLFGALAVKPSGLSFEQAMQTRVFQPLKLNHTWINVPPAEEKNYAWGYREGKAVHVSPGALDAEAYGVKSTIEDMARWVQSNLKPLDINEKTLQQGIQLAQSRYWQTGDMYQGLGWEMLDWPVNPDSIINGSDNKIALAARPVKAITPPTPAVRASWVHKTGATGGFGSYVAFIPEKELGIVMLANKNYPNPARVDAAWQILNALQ
#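 AmpC (5.3 nM in the dispensed reagent) in 20 mM phosphate pH 7.0 with 0.01% (detergent screen) or 0.0001% Triton X-100 was preincubated with compounds for 15 min at room temperature. Nitrocefin was then added from an 800 uM solution, and hydrolysis was followed at 480 nm.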
# LmPK inhibitor = blocks Leishmania mexicana pyruvate kinase activity. AID 1721. Potency, µM (series often up to 57.5 µM), inactives show at the highest dose activity change, negative = inhibition, usual class: inhibitors. Q27686. purified LmPK, Kinase-Glo ATP luminescence, 1 h. actives 0.37% (n = 290,000); note: potency is the fitted concentration of half-maximal effect
# Target sequence (Q27686 whole entry, looked up): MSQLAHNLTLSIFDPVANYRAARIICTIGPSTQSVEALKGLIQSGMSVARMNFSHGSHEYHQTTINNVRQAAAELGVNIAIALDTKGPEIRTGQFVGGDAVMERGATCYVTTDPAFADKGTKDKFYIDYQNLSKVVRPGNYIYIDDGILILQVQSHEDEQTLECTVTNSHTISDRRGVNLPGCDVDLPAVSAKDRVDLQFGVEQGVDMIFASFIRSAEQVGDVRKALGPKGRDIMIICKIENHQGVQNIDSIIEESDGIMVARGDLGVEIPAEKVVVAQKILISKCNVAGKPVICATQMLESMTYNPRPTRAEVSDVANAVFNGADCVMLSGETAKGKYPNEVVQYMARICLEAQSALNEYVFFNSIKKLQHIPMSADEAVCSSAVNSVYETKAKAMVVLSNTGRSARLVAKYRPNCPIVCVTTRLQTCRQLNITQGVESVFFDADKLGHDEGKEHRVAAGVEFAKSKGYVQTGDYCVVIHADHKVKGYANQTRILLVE
#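 0.1 nM LmPK, 0.5 mM PEP, 0.1 mM ADP; 50 mM imidazole pH 7.2, 7 mM MgCl2, 50 mM KCl; 1 h RT. Kinase-Glo luminescence readout, normalized to no-enzyme (full inhibition) and uninhibited wells.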
# AMA1-RON2 inh = AMA1-RON2 (P. falciparum) interaction inhibition; AlphaScreen AMA1-biotinylated RON2 peptide binding; Potency, µM (highest dose often 58.2 µM), for inactives: at the highest dose activity change, negative = inhibition, hits mostly inhibitors; actives 0.2% (n = 360,000); AID 720542;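 note: potency is the fitted concentration of half-maximal effect; 0% = vehicle wells and -100% = peptide control; nearly all actives have a fitted effect of over 45% in size; some results filed as inactive show a strong effect at the top dose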
#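 AMA1 (3D7) with his tag at 25 nM final met compounds first, then biotinylated RON2 peptide at 25 nM; detection used donor plus acceptor beads, 10 µg/mL apiece, read by AlphaScreen after 30 min at room temperature.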
# AmpC detergent = inhibitors of E. coli AmpC beta-lactamase with detergent; P00811; AmpC hydrolysis of nitrocefin, absorbance 480 nm, 0.01% Triton; Potency, µM (series often up to 114 µM), inactives show top-dose activity change, negative = inhibition, actives largely listed as inhibitors; actives 0.041% (n = 370,000);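 note: potency is the fitted concentration of half-maximal effect; 0% = no-compound wells and -100% = no-enzyme wells; nearly all actives have a fitted effect of over 25% in size; some results filed as inactive show a strong effect at the top dose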
#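 AmpC (5.3 nM in the dispensed reagent) in 20 mM phosphate pH 7.0 with 0.01% (detergent screen) or 0.0001% Triton X-100 was preincubated with compounds for 15 min at room temperature. Nitrocefin was then added from an 800 uM solution, and hydrolysis was followed at 480 nm.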
# * = called active by the depositor; ? = inconclusive; / = no result given; & = joins results of further samples; ! = not confirmed by another sample; [ ] = dose if it differs, or a comment. Unless noted, calls come from the whole dose curve; as a rule, active = well fitted curve in the direction sought with a large enough effect; inconclusive = small, poorly fitted or top-dose-only effect, or another doubt; inactive = no such curve, though single readings can be large; an effect the other way counts as inactive or inconclusive. Unless noted, % is set by controls: 0 for no effect and ±100 for the full control effect.
SMILES,Tb PYK inh,Sm TGR inh,HCMV antiviral,AmpC no deterg,LmPK inhibitor,AMA1-RON2 inh,AmpC detergent
CN1CCN(C(=O)c2ccc(COc3ccc(Cl)cc3Cl)cc2)CC1,-2%,-7%,-1,362%[activator],3%,2%,-13%
N#Cc1c(-c2c(Cl)cccc2Cl)noc1/C=C/Nc1ccc(C(=O)O)cc1,-14%,-34%,-17,18µM*,2%,14%,2%
COc1ccc(C2C(C(C)=O)=C(C)Nc3ncnn32)cc1OC (stereo not given),-7%,7%,25,-10%,0%,-7%,0%
CC(C)(C)[C@@H]1C=C(C(=O)N2CCN(Cc3ccccc3)CC2)O[C@H](OCCCCO)C1,-1%,?,-24,177%[activator],-1%,7%,6%
Cn1c(=O)c2cc(S(=O)(=O)NC(C(=O)NCc3ccccn3)c3ccccc3)ccc2n(C)c1=O (stereo not given),2%,-14%,112,-3%,7%,146%[activator],?
CCOC(=O)c1ccc(NC2=CC(c3ccc(OCC)cc3)N(c3ccc(C(=O)OCC)cc3)C2=O)cc1 (stereo not given),1%,-1%,19,/,/,/,-3%
COCCNc1ccc(S(=O)(=O)N2CCCC2)cc1[N+](=O)[O-],-6%,5%,-13,-11%,8%,-11%,6%
Cc1cc(C)n(-c2ccnc3cc(Cl)ccc23)n1,7%,0%,14,-11%,4%,-9%,-2%
Cc1ccc(-c2csc(/C(C#N)=C/c3ccccc3Cl)n2)cc1,-2%,5%,83,/,/,/,16%
O=C(COC(=O)C1=COCCO1)Nc1ccccc1OC(F)F,1%,-3%,-36,-15%,-1%,-2%,2%
COc1cc(CCCN2C(=S)NC[C@@H]2CC2CCCCC2)cc(OC)c1OC,-9%,3%,-12,37%,6%,29%,8%
CC(=O)OC[C@H]1O[C@@H](O/N=C/C[C@@H]2C=C[C@H](OC(C)=O)[C@@H](COC(C)=O)O2)[C@H](OC(C)=O)[C@@H](OC(C)=O)[C@@H]1OC(C)=O,/,?,/,151%[activator],4%,/,?
CCOCCn1c(=NC(=O)c2ccc3c(c2)OCCO3)sc2cc(OCC)ccc21,3%,6%,-24,/,/,/,18%
O=C(NNC(=S)Nc1cccc2ccccc12)c1cccc(Br)c1,-1%,-9%,-24,-45%,-3%,52%[activator],-4%
O=C(Nc1ccc(O)cc1)c1ccc2c(c1)C(=O)N(Cc1ccco1)C2=O,-6%,-33%,-1,-45%,1%,-12%,-6%
O=C(Nc1ccc(CN2CCOCC2)cc1)c1ccc(F)cc1,-3%,-22%,96,-2%,0%,-1%,0%
CC(=O)Nc1ccc(/C=N/NC(=O)c2cc3cc(C)ccc3nc2C)cc1,-2%,7%,-8,-9%,3%,19%,-3%
C=Cc1ccc(Cn2c(C)c(CNCc3ccc(SC)cc3)c(C(=O)O)c2C)cc1,0%,-3%,6,/,/,/,-5%
CCc1ccc(NC(=O)Cn2c(=O)n(CC3CCCO3)c(=O)c3cc(OC)c(OC)cc32)cc1 (stereo not given),-6%,-1%,4,/,/,/,0%
COc1ccc(Br)cc1CNC(=O)Cn1nc(C)n2c(cc3cc(F)ccc32)c1=O,-4%,3%,21,/,/,/,15%
COc1ccccc1OCc1nc2ccccc2[nH]1,6%,-2%,33,-18%,-17%,7%,-15%
O=C(c1cccs1)N1CCC(N2CCN(c3ccccc3)CC2)CC1,7%,?,-1,-8%,4%,-12%,-8%
CCNC(=S)NNC(=O)c1nn(C)c(C)c1Cl,3%,1%,-6,-12%,1%,116%[activator],-8%
Cc1cccc(CN2C(=O)c3ccccc3Sc3ccc(C(=O)NCCCN4CCOCC4)cc32)c1,-12%&-8%,4%&8%,-64*!,155%[activator],5%,-12%,3%&-5%
Cn1c(=O)[nH]c(=O)c2c1nc(N1CCN(c3ccccc3)CC1)n2CCSc1ncccn1,-5%,3%,-13,-2%,8%,1%,3%
Cc1ccc2nc(SCc3cn4cccnc4n3)[nH]c2c1,-23%,-11%,-16,-13%,3%,2%,-10%
CC(C)N(C)c1ncnc2c1ncn2[C@H]1CN(Cc2ccccc2)C[C@@H](CO)O1,0%,/,-6,/,/,5%,/
Cc1ccc(SCCC(=O)Nc2ccccc2Br)cc1,2%,15%,?,-24%,-1%,16%,-8%
COc1ccccc1N1CCN(S(=O)(=O)c2c(C(=O)N3CCOCC3)c(C)n(C)c2C)CC1,-16%,9%,21,83%[activator],-1%,-6%,0%
CN(CC(=O)Nc1cccc(F)c1)CC(=O)Nc1cccc([N+](=O)[O-])c1,-1%,2%,16,-23%,8%,17%,4%
O=C(O)COc1ccccc1/C=N/NC(=O)c1cc2ccccc2cc1O,2%,5%,-23,-35%,7%,65%[activator],-2%
CC(C)CC(=O)N1CCN(S(=O)(=O)c2ccc(C3CCCCC3)cc2)CC1,-1%,-1%,-28,-11%,/,-6%,-4%
Cc1nc2c(OCc3ccc(Cl)cc3)cccn2c1N(C)C(=O)CCC1CCCC1,0%,/,-12,/,/,10%,/
CCOC(=O)c1c(NC(=O)CSc2ncccn2)sc2c1CC(C)(C)NC2(C)C,3%,-11%,-9,12%,0%,16%,-10%
CN(C(=O)c1ccc(S(=O)(=O)N2CCCC2)cc1)C1CCS(=O)(=O)C1 (stereo not given),1%,19%,-12,-9%,/,-4%,1%
COc1ccc(NC(C)=O)cc1NC(=O)CN1CCN(C2c3ccccc3-c3ccccc32)CC1,-13%,4%,?,13%,4%,0%,-3%
CCCOc1ccc(-c2c(C(=O)N/N=C/c3ccc(OCC)cc3)nnn2-c2nonc2N)cc1,2%,-3%,11,-33%,-2%,-3%,-3%
O=C(Nc1ccc2c(c1)CCC2)c1cc(=O)[nH]c2ccccc12,3%,13%,-39,-2%,4%,14%,1%
COc1cc(NC(=O)c2[nH]cnc2C(N)=O)cc(C(=O)Nc2cccc(C(F)(F)F)c2)c1,-7%,/,/,65%[activator],/,116%[activator],/
CCCn1c(N)c(C(=O)CSc2nnc3ccccn23)c(=O)[nH]c1=O,-2%,/,27,-18%,/,9%,/
COc1ccc(C(=O)Nc2cc(C(=O)NCCc3ccccc3)ccc2Cl)cc1,5%,-9%,26,-31%,4%,-4%,-1%
Cc1ccc(S(=O)(=O)N2CCOCC2)cc1C(=O)NCc1ccco1,-8%,0%,-4,-8%,2%,12%,5%
CC1(C)CC(=O)C=C(c2ccc(CO)cc2)C1=O,2%,/,16,/,/,-4%,/
COc1ccc(OC)c(C(=O)CSc2nnc(-c3cccs3)o2)c1,14%,-3%,-8,-9%,6%,47%[activator],-11%
CCCCN1C(=O)N(CCc2ccc(F)cc2)S(=O)(=O)c2cc(C(F)(F)F)ccc21,6%,/,8,-9%,/,13%,/
O=C1c2c(O)cc(O)cc2O[C@@]12c1c(cc(O)c3c1O[C@H](c1ccc(O)cc1)[C@@H](O)C3)O[C@@H]2c1ccc(O)cc1,0%,?,-2,-37%,11%,-23%,-5%
O=S(=O)(NC1CC1)c1ccc(F)c(F)c1,-4%,6%,-5,-7%,-1%,-1%,1%
COc1cccc(C(=O)Nc2ccc3[nH]c(=O)[nH]c3c2)c1OC,3%,0%,18,-15%,2%,-8%,-3%

# For convenience, some entries already given.
SMILES,Tb PYK inh,Sm TGR inh,HCMV antiviral,AmpC no deterg,LmPK inhibitor,AMA1-RON2 inh,AmpC detergent
CCCOc1ccc(-c2c(C(=O)N/N=C/c3ccc(OCC)cc3)nnn2-c2nonc2N)cc1,2%,-3%,11,-33%,-2%,-3%,-3%
O=C(Nc1ccc2c(c1)CCC2)c1cc(=O)[nH]c2ccccc12,3%,13%,-39,-2%,4%,14%,1%
COc1cc(NC(=O)c2[nH]cnc2C(N)=O)cc(C(=O)Nc2cccc(C(F)(F)F)c2)c1,-7%,/,/,65%[activator],/,116%[activator],/
CCCn1c(N)c(C(=O)CSc2nnc3ccccn23)c(=O)[nH]c1=O,-2%,/,27,-18%,/,9%,/

# Continued.
SMILES,Tb PYK inh,Sm TGR inh,HCMV antiviral,AmpC no deterg,LmPK inhibitor,AMA1-RON2 inh,AmpC detergent
CCOC(=O)CC1C(=O)NCCN1Cc1cccc(OC)c1 (stereo not given),0%,0%,2,1%,12%,12%,-12%
CCOc1ccc(S(=O)(=O)NCCC(=O)Nc2nnc(C)s2)cc1,5%,-8%,72,1%,0%,-27%,-4%
CC(C)c1nnc(NC(=O)CCS(=O)(=O)c2ccccc2)s1,0%,18µM*,56,-11%,-6%,-16%,2%
CCCSc1oc(-c2ccco2)nc1S(=O)(=O)c1ccccc1,-5%,56µM*,?,-8%,-1%,-1%,-3%
COc1ccc(-c2cc(OC(=O)c3ccc(F)cc3)c3c(C)oc(C)c3c(=O)c2)cc1,/,35µM*,/,-38%,1%,/,-9%
CC(=O)c1cnc(Nc2nc(C)c3ccccc3n2)nc1C,/,5%,/,-17%,-5%,/,1%
Fc1cc(F)cc(-c2c(-c3ccccc3)ncc3ccc(F)cc23)c1,-24%,45µM*,-7,0%,/,-1%,1%
O=C(NCc1ccccc1)c1ccc(CS(=O)(=O)Cc2ccc(F)cc2)o1,4%,-16%,0,-11%,-3%,-10%,2%
COC(=O)c1nnn(CC(=O)NC(=O)Nc2c(C)cccc2C)c1C(=O)OC,-1%&4%,2%&1%,?,-19%,-3%,4%,9%&-12%
O=C1CN(c2ccccc2Cl)C(=O)CN1c1ccccc1Cl,3%,-9%,64,-14%,-4%,-6%,?
CC(C)[C@H](NC(=O)c1ccc(Cl)cc1Cl)C(=O)NNc1cccc(C(=O)O)c1,-7%,/,10,-11%,/,12%,/
CC1CCCC(C)N1C(=O)COC(=O)c1cccc(S(=O)(=O)N(C)c2ccccc2)c1 (stereo not given),-2%,-1%,0,58%,/,-5%,-8%
O=C(N[C@H]1C/C=C\C[C@@H](CC(=O)N(CCO)Cc2ccccc2)C(=O)N[C@H](Cc2c[nH]c3ccccc23)COC1=O)OCC1c2ccccc2-c2ccccc21,-8%,/,-34,87%[activator],/,-19%,/
O=C1CC(c2ccccc2)CN1C(=O)c1cncc(Br)c1 (stereo not given),0%,5%,28,-28%,2%,-5%,1%
CC(C)NC(=S)N/N=C/c1ccc(N2CCOCC2)cc1,-12%,-21%,-1,-16%,-6%,50%[activator],-8%
N#Cc1ccc(CSc2nnc(NC(=O)CN3C(=O)C4CC=CCC4C3=O)s2)cc1 (stereo not given),-1%,12%,19,-56%,9%,14%,-9%
